hIAP act = human IAP activators, primary screen, biochemical, luminescence, uHTS; 330,000 compounds, 0.16% hits; Intestinal-type alkaline phosphatase (Homo sapiens), P09923; purified human IAP, CDP-Star luminescence, 30 min; hits give high values; 1 = vehicle-only enzyme, 0 = enzyme-free background; AID 2524, 2010; activation factor at 10 µM;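 active means activation factor of the enzyme at least 2-fold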; further: the source names both 10 and 20 µM as test concentration; values of inactives mirror those of a sister screen read the other way
Target sequence (P09923 whole entry, looked up): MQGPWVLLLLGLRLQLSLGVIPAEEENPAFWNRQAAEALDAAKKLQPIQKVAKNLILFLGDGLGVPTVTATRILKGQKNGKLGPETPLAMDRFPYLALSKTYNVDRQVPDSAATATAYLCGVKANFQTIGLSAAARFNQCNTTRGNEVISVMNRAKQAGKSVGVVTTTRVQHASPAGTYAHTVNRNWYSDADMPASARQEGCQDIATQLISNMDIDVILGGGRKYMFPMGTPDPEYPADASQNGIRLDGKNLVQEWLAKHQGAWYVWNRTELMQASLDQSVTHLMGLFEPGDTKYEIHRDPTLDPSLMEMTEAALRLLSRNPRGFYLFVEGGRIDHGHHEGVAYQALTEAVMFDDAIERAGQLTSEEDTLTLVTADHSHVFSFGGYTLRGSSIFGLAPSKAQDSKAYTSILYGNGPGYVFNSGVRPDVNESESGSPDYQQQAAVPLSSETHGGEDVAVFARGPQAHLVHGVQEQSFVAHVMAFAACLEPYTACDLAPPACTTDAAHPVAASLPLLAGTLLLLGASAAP
SENP1 FRET inh = human SENP1 catalytic domain inhibitors, primary screen, biochemical, FRET, uHTS; recombinant SENP1 catalytic domain, CyPet-SUMO1-YPet FRET cleavage; inhibition, % at 10 µM; 360,000 compounds, 0.21% hits; AID 624204, 2012;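 active means inhibition at least 30% at 10 µM, raw YFP signal under a set limit, fluorescence ratio 0.5 to 1.5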;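 further: 0% = enzyme with DMSO and 100% = no enzyme wells; some results filed as inactive read as strong as hits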
Target sequence (Q9P0U3 419-644 limits assumed): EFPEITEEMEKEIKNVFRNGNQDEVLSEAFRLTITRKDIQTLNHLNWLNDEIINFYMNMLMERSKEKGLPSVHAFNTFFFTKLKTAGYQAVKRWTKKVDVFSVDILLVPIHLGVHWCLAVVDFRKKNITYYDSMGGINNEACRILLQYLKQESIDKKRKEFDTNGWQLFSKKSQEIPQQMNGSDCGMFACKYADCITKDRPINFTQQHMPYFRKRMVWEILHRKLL
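System: Recombinant human SENP1 catalytic domain, His6-tagged | Incubation: Enzyme reaction for 50 min at room temperature, dark | Medium: Tris pH 8 with BME, BSA, NP40 and catalase | Also added: 25 nM SUMO1 FRET substrate | Compound: 10 µM single point, 0.5% DMSO | Measured by: FRET fluorescence in CFP and YFP emission channels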
mIAP block = inhibitors of mouse IAP, primary screen, biochemical, luminescence, uHTS; purified mouse IAP, CDP-Star luminescence, 30 min; intestinal alkaline phosphatase [Mus musculus]; 330,000 compounds, 0.2% hits; inhibition, % at 10 µM;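 active means inhibition of at least 40% at 10 µM in the primary screen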;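 further: plate controls were DMSO with enzyme for no effect and no enzyme wells for full effect; values of inactives mirror those of a sister screen read the other way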
A3A deaminase = APOBEC3A ssDNA deaminase inhibitors, primary screen, selectivity assay for APOBEC3G inhibitor project, biochemical, FAM/TAMRA oligo cleavage fluorescence; DNA dC->dU-editing enzyme APOBEC-3A (Homo sapiens), P31941; recombinant A3A, FAM/TAMRA ssDNA deamination fluorescence; inhibition, % at 20 µM; 330,000 compounds, 0.41% hits; AID 493011, 2011;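 active means at least 40% inhibition at 20 µM here, with at most 30% in a related deaminase screen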;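 further: plate controls were A3A with DMSO for no effect and wells lacking A3A enzyme for full effect; some results filed as inactive read as strong as hits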
Target sequence (P31941 whole entry, looked up): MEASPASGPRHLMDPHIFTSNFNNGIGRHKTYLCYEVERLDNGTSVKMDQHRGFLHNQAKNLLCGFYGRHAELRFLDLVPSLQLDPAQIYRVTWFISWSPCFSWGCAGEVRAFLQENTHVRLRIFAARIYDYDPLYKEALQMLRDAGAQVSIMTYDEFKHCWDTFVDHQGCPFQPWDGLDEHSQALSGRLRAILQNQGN
hIAP block = human IAP inhibitors, primary screen, biochemical, luminescence, uHTS. Intestinal-type alkaline phosphatase (Homo sapiens), P09923. purified IAP, CDP-Star luminescence, 30 min. inhibition, % at 10 µM. 330,000 compounds, 0.12% hits;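 active means inhibition reaching a set limit with compound at 10 µM in the primary screen, cut at about 35% in these data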;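 further: plate controls were DMSO wells with enzyme for no effect and no-enzyme buffer wells for full effect; values of inactives mirror those of a sister screen read the other way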
APOBEC3G inh = APOBEC3G DNA deaminase inhibitors, primary screen, biochemical, fluorescence, single-stranded DNA substrate, uHTS | 330,000 compounds, 0.28% hits | AID 493012, 2011 | recombinant A3G, ssDNA deamination FAM/TAMRA fluorescence | DNA dC->dU-editing enzyme APOBEC-3G (Homo sapiens), Q9HC16 | inhibition, % at 20 µM;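 active means inhibition of at least 40% at 20 µM, with no more than 30% in the related APOBEC3A deaminase screen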;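 further: plate controls were DMSO wells with A3G for no effect and wells lacking A3G enzyme for full effect; some compounds called inactive have numbers as strong as hits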
beta cell repl = inducers of MIN6 beta-cell proliferation, primary screen, ATP luminescence, uHTS | MIN6 cells proliferation, ATPlite luminescence, 48 h; cells starved in 0.2% serum; 100% = growth in 10% serum | proliferation, % at 10 µM | 330,000 compounds, 0.29% hits | AID 2380, 2010;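 active means compounds whose signal lies at least 3.5 SD above the mean of all wells on their plate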;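 further: 0% = DMSO-treated cells in low-serum medium and 100% = 10% serum control; some compounds called inactive have numbers as strong as hits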
NLRP3 yeast inh = NALP3 inflammasome inhibitors in reconstituted yeast, primary screen, luminescence, uHTS; inhibition, % at 10 µM; AID 2825, 2010; Yeast reconstituted NLRP3/ASC/caspase-1, beta-gal luminescence, 24 h; 330,000 compounds, 0.39% hits;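 active means inhibition of 50% or more; inactive means inhibition below 50%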;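 further: plate controls were induced DMSO wells for no effect and uninduced yeast grown without galactose for full effect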
mIAP act = activators of mouse IAP, primary screen, biochemical, luminescence, uHTS. intestinal alkaline phosphatase [Mus musculus]. activation factor at 10 µM. muIAP, CDP-Star luminescence, 30 min; hits give high values; 1 = vehicle-only enzyme signal, 0 = enzyme-free wells. 330,000 compounds, 0.24% hits. AID 2805, 2010;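 active means activation factor of at least 2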; further: the source names both 10 and 20 µM as test concentration; values of inactives mirror those of a sister screen read the other way
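Assay system: mouse IAP enzyme; Reagent: CDP-Star chemiluminescent phosphatase substrate; Compound: DMSO-dissolved test compounds; Incubation: 30 min, room temperature; Technique: luminescence from enzymatic CDP-Star hydrolysis; Controls: DMSO-only wells and no-enzyme negative control.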
Active calls of the source: *.

SMILES | hIAP act | SENP1 FRET inh | mIAP block | A3A deaminase | hIAP block | APOBEC3G inh | beta cell repl | NLRP3 yeast inh | mIAP act
CCC(=O)c1ccc(OCC(=O)OCC(=O)N2c3ccccc3CC2C)cc1 (stereo not given) | 1.1 | 1 | -1 | -1 | -11 | -10 | -2 | 10 | 1
CC(C)CC(=O)Nc1nc(=S)ss1 | 1.2 | 1 | 6 | 2 | -23 | 4 | 0 | 24 | 0.94
CC[C@@]1(C(=O)OC)N[C@H](CN(C)C(=O)Nc2ccc(F)cc2)[C@@H]2C(=O)N(C)C(=O)[C@@H]21 | 0.87 | 2 | -12 | -2 | 13 | -7 | 0 | 5 | 1.1
Cc1ccc(SCC(=O)Nc2ccc(N3CCN(c4ccccc4)CC3)c(F)c2)cc1 | 0.85 | 1 | -1 | -3 | 15 | -7 | 1 | 3 | 1
O=C(O)/C=C/C(=O)Nc1ccc(OCc2ccccc2)cc1 | 1 | 3 | 2 | -5 | -1 | -8 | 0 | -1 | 0.98
CCN(CC)CCCN(C(=O)c1ccccc1C)c1nc(-c2ccc(OC)cc2)cs1 | 0.91 | -3 | -8 | 0 | 9 | -1 | -2 | 9 | 1.1
CCN(CCO)c1ccc(N=Nc2cc(C)[nH]n2)cc1 | 0.8 | 18 | 20 | 1 | 20 | -1 | -4 | 17 | 0.8
Cc1ccc(NS(=O)(=O)c2cc(C(=O)NCCSc3ccc(C)cc3)ccc2C)cc1 | 1.1 | 0 | -2 | -3 | -8 | -5 | -5 | 11 | 1
O=C(Nc1nc(=O)c2ccccc2s1)c1ccccc1 | 1.2 | -1 | -8 | -6 | -18 | -1 | -3 | 22 | 1.1
CC(=O)N1CN(C2CCS(=O)(=O)C2)Cc2c1sc1c2CCCC1 (stereo not given) | 0.99 | -3 | 4 | -5 | 1 | -7 | -2 | 14 | 0.96

Next part (two carried over from the part before).
SMILES | hIAP act | SENP1 FRET inh | mIAP block | A3A deaminase | hIAP block | APOBEC3G inh | beta cell repl | NLRP3 yeast inh | mIAP act
O=C(Nc1nc(=O)c2ccccc2s1)c1ccccc1 | 1.2 | -1 | -8 | -6 | -18 | -1 | -3 | 22 | 1.1
CC(=O)N1CN(C2CCS(=O)(=O)C2)Cc2c1sc1c2CCCC1 (stereo not given) | 0.99 | -3 | 4 | -5 | 1 | -7 | -2 | 14 | 0.96
Cc1cnc(=O)[nH]c1SCC(=O)Nc1nccs1 | 0.92 | 0 | 9 | -3 | 8 | -13 | 0 | 3 | 0.91
c1csc(CNc2ncnc3nc[nH]c23)c1 | 1.6 | 1 | 15 | 5 | -61 | 4 | -1 | 24 | 0.85
O=C(/C=C/c1ccc2c(c1)OCO2)N1CCOCC1 | 0.94 | 0 | 1 | 1 | 6 | 1 | -2 | 3 | 0.99
CC(=O)Nc1ccc(NC(=O)C(C)OC(=O)CCCOc2ccc(Cl)c(C)c2)cc1 (stereo not given) | 0.96 | 0 | -20 | 22 | 4 | -3 | 3 | 27 | 1.2
COc1cccc(NC(=O)COc2ccc3c(c2)CCC3)c1 | 0.89 | 1 | -10 | -1 | 11 | -11 | -1 | 28 | 1.1
O=[N+]([O-])c1nn(-c2ccccc2)n(O)c1=NCc1ccc2c(c1)OCO2 | 1 | -1 | 8 | -1 | -4 | 1 | -4 | 0 | 0.92
O=C(c1ccc2nccnc2c1)N1CCN(Cc2ccc3c(c2)OCO3)CC1 | 1.1 | -2 | 6 | -2 | -13 | -4 | 0 | 20 | 0.94
CCOC(=O)C1=NN(C(C)=O)C2(CC(=O)N(c3cc(C)cc(C)c3)C2=O)C1 (stereo not given) | 1 | 0 | -10 | -2 | -4 | -5 | 2 | -2 | 1.1
CC(C)COP(=O)(OCC(C)C)C(O)c1ccccc1F (stereo not given) | 0.95 | 2 | 6 | -6 | 5 | -8 | -5 | 7 | 0.94
COC(=O)c1cc2oc3ccccc3c2n1CC(=O)Nc1ccccc1OC | 1.2 | 0 | 10 | -5 | -18 | -6 | -4 | 7 | 0.9
C=CCn1cc(/C=C2/NC(=O)NC2=O)c2ccccc21 | 0.98 | -25 | 0 | -2 | 2 | -6 | -3 | 2 | 1
CC1(C)Cc2ccccc2C(=NC(Cc2ccccc2)C(=O)O)N1 (stereo not given) | 0.82 | -11 | -3 | -2 | 18 | -5 | -2 | 12 | 1
CC(OC(=O)c1ccccc1NS(=O)(=O)c1cccc(N)c1)C(=O)N(C)Cc1ccccc1 (stereo not given) | 1 | 0 | 3 | 0 | -4 | -5 | -3 | 10 | 0.97
Cc1oc(C(C)(C)C)cc1C(=O)N1CCCC1C(=O)O (stereo not given) | 1.1 | 2 | 4 | 2 | -14 | -7 | 0 | -1 | 0.96
O=S1(=O)C[C@@H](O)[C@@H](Nc2ccccc2)C1 | 1.3 | -1 | -10 | 4 | -28 | 4 | 0 | 2 | 1.1
CC(C)N(C(=O)Cn1cc(SCC(=O)NCc2ccco2)c2ccccc21)C(C)C | 0.95 | -1 | 9 | 1 | 4 | -2 | 0 | -3 | 0.91
Cc1cc(NC(=O)c2cnn3c(C(F)(F)F)cc(-c4ccccc4)nc23)no1 | 1 | -1 | 15 | -2 | -3 | -6 | 2 | 27 | 0.85
COc1ccc(S(=O)(=O)Nc2cccc(-n3cnnn3)c2)cc1 | 0.97 | 0 | 3 | 0 | 3 | -2 | 4 | 9 | 0.97
COc1ccccc1N(CC(=O)NC(C)(C)C)C(=O)c1ccc(Cl)nc1 | 1 | 1 | 8 | 5 | -1 | 8 | -1 | 10 | 0.92
COCCCn1c(C(=O)NCCC2=CCCCC2)cc2c(=O)n3ccccc3nc21 | 1.2 | -22 | -19 | -5 | -24 | -5 | 0 | 14 | 1.2
O=C(O)C1CCCCC1C(=O)NCCc1ccc(F)cc1 (stereo not given) | 0.98 | 1 | -7 | -7 | 2 | -18 | -3 | 13 | 1.1
CNC(=O)CSc1nnc(-c2cccc(S(=O)(=O)N3CCOCC3)c2)n1-c1ccc(F)cc1 | 1.1 | 2 | -10 | -2 | -10 | -3 | -1 | -7 | 1.1
CC1CCN(Cc2nnnn2-c2ccc(Cl)cc2)CC1 | 0.96 | 1 | -3 | -4 | 4 | -10 | 0 | 1 | 1
COc1ccc(NC(=O)Nc2ccccc2F)c([N+](=O)[O-])c1 | 1.1 | 1 | 5 | -1 | -12 | -5 | -1 | 21 | 0.95
O=C(c1ccc(Br)o1)N1CCN(c2ccc(F)cc2)CC1 | 1.1 | 1 | 11 | -3 | -9 | -8 | 2 | -10 | 0.89
CC(=O)Nc1cccc(NC(=O)C2C3C=CC(C3)C2C(=O)O)c1 (stereo not given) | 1 | 2 | 0 | -6 | -4 | -10 | -4 | -2 | 1
O=C(Nc1ccc(N2CCN(C(=O)c3ccco3)CC2)cc1)c1ccccc1 | 0.99 | 2 | 0 | 0 | 1 | -1 | 4 | 1 | 1
O=C(N/N=C1\CCCCc2ccccc21)c1ccccn1 | 1.2 | 0 | 2 | -3 | -21 | -10 | -3 | 13 | 0.98
CCc1nnc(NC(=O)c2cccc(S(=O)(=O)N3CCCC3)c2)s1 | 1.3 | 2 | 1 | -1 | -33 | -7 | 0 | 8 | 0.99
Cc1ccc(-n2c(C)cc(C=C3C(=O)CC(C)(C)CC3=O)c2C)cc1 | 0.95 | -7 | 14 | 0 | 5 | -5 | 0 | 14 | 0.86
COc1ccc(N=CC2=C(O)CC(c3ccccc3)CC2=O)c(OC)c1 (stereo not given) | 1.1 | -67 | 5 | 0 | -7 | -8 | 0 | 16 | 0.95
O=S(=O)(c1ccccc1)N1CCN(Cc2cccc(Br)c2)CC1 | 1.1 | 2 | -9 | -5 | -8 | -9 | -2 | 17 | 1.1
COc1ccc(-c2nc3ccccc3c(=O)n2CCc2ccc(O)cc2)cc1 | 0.94 | -18 | 5 | -1 | 6 | -7 | 0 | 16 | 0.95
CCOC(=O)N/N=C(\C)c1ccc(OC(F)F)cc1OC(F)F | 1 | 0 | 10 | -3 | -2 | -8 | 1 | -5 | 0.9
Cc1cc(C)n(CCNCc2c(C(=O)N3C[C@@H](C)O[C@@H](C)C3)nc3ccc(Cl)cn23)n1 | 0.98 | 0 | 5 | 3 | 2 | -3 | -5 | -2 | 0.95
Cc1ccc(S(=O)(=O)N2CCC(C(=O)OC(C)C(=O)N3CCOCC3)CC2)cc1 (stereo not given) | 0.97 | 0 | 4 | 1 | 2 | -9 | 4 | -7 | 0.96
O=C(NCc1cccc(Cl)c1)C1CCC(=O)N(CCCN2CCOCC2)C1 (stereo not given) | 1.2 | -1 | -3 | -3 | -21 | -2 | -3 | 7 | 1
CCOc1ccccc1NC(=O)NC1CCCc2ccccc21 (stereo not given) | 1.1 | 0 | -7 | -3 | -10 | -4 | -3 | -8 | 1.1
Cc1ccc(C(C)(C)C)cc1S(=O)(=O)N1CCC(C(=O)N2CCN(c3ccc(O)cc3)CC2)CC1 | 1.2 | -2 | -3 | -3 | -21 | 12 | -7 | 17 | 1
CN(C)c1ccc(C(=S)N2CCCCCC2)cc1 | 0.92 | -11 | 6 | -2 | 8 | -7 | -5 | -5 | 0.94
Cc1cc(O)c(C(C)C)cc1NC(=O)Cn1nc(C)c2ccccc2c1=O | 0.94 | 1 | 6 | -2 | 6 | -3 | -4 | 5 | 0.94
CC(C)=C1SC(N2CCN(c3ccc(Cl)cc3)CC2)=NC1=O | 0.94 | 3 | -2 | 0 | 6 | -1 | -2 | 18 | 1
N#Cc1cccc(S(=O)(=O)NCC(=O)OCC(=O)c2ccc[nH]2)c1 | 1 | -8 | 4 | 4 | -2 | -1 | -5 | 5 | 0.95
COc1ccc(CC(NC(C)=O)C(=O)NC2CCN(C(=O)c3ccncc3)CC2)cc1OC (stereo not given) | 0.89 | 1 | 7 | -4 | 11 | -7 | 2 | -3 | 0.93
Cc1[nH]c2ccc(C(=O)NCCN3CCOCC3)cc2c1C | 0.97 | -6 | -10 | -13 | 3 | -4 | -3 | 9 | 1.1
C/C(=C/c1ccccc1)C(=O)N1CCN(c2ccccc2F)CC1 | 1.2 | -1 | -6 | -2 | -21 | -2 | 0 | 5 | 1.1
CCc1cccc(NC(=O)Cn2c3[n+](c4ccc(C(F)(F)F)cc42)CCCCC3)c1 | 1 | -11 | 4 | 62* | 0 | 17 | 0 | 13 | 0.96
COc1ccc(C(=O)c2c(-c3ccc(OC)cc3)oc3ccccc23)cc1 | 0.99 | 3 | 5 | -2 | 0 | -1 | -6 | 19 | 0.95

Some of the compounds tested; count on the stated rates, not on these rows.
